Tb PFK inh: blocks T. brucei phosphofructokinase; O15648; Potency, µM (doses to about 57.5 µM), for the others: at the top dose activity, negative = inhibition, actives largely listed as inhibitors; AID 485367; 330,000 compounds, 0.17% hits; T. brucei PFK, ADP-Glo luminescence;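 also: potency is read from the fitted curve at half-maximal effect; 0% = uninhibited 1x PFK enzyme wells and -100% = no-enzyme wells; nearly all actives have a fitted effect of over 60% in size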
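ADP-Glo luminescence quantified ADP after 45 min at room temperature, with 1.25 nM T. brucei PFK, 0.1 mM ATP and 0.5 mM fructose-6-phosphate in pH 8.0 TEA buffer. qHTS titrations up to 57 µM; curves classified by quality.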
TSHR antagonist: human thyrotropin receptor antagonism. activity change, negative = inhibition, % at 11.5 µM. TSHR-expressing cells, TSH-stimulated cAMP HTRF, 2 h; active compounds read low. P16473. AID 504810. 330,000 compounds, 0.2% hits;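 active = activity change below a set negative limit, meaning inhibition stronger than a set level, cut at about -70% in these data; inconclusive = activity change between two set negative limits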; also: % is scaled to controls: 0 for no effect and ±100 for the full control effect
Target sequence (P16473 whole entry, looked up): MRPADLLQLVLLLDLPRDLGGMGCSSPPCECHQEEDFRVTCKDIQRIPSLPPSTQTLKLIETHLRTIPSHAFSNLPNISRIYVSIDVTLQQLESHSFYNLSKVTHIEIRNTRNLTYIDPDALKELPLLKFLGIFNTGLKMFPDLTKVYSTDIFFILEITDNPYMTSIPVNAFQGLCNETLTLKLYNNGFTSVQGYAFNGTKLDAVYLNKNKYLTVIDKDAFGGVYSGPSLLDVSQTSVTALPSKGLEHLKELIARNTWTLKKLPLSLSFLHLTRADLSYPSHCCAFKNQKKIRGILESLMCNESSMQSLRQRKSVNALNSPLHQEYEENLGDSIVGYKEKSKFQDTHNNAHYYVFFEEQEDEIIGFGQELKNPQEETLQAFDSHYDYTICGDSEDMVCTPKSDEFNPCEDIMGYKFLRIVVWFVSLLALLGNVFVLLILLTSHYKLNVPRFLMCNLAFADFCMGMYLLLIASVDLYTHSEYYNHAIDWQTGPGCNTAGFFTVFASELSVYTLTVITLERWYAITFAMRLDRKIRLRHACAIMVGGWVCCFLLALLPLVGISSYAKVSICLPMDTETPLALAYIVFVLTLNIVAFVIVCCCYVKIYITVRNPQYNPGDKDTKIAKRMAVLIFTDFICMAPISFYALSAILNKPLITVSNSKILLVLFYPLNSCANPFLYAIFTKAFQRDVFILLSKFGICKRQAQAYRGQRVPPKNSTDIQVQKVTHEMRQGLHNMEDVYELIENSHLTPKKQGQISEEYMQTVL
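Cell-based HTRF cAMP assay; TSHR cells + compound, TSH EC80 (4nM final), 2 h, 37 deg C. Lysis with anti-cAMP cryptate and cAMP-d2, 30 min RT, read 665/620 nm.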
Chronic BCR inh: chronic active BCR signaling inhibition | 340,000 compounds, 0.05% hits | Potency, µM (series often up to 46.1 µM), for inactives: at the highest dose ratio change, negative = lower green/red ratio, usual class: inhibitors | AID 493014 | ABC-DLBCL IkBa-CBG/CBR reporter, luminescence ratio, 4 h; active = well fitted inhibition curve with a large enough effect in the signal ratio, with a control signal flat, not every such curve was filed as active; inconclusive = small, poorly fitted or top-dose-only effect, or effect the other way, or a change in a side signal; the % refers to the signal ratio;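 also: potency is read from the fitted curve at half-maximal effect; plate controls were basal doxycycline-induced cells for no effect and cells given 10 µM MG132 for full effect; MG132 reads +100%, hits lower the ratio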
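Cell line TMD8 (human ABC DLBCL), stably expressing tet-inducible CBG68-IkBa fusion and CBR; IMDM/0.5% FBS; cpd up to 46 uM; dox induction, 4 h, 37C/5% CO2; dual luminescence; green/red ratio; MG132 control.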
B2AR arrestin: beta2AR (human) beta-arrestin recruitment activity. AID 492947. beta-arrestin recruitment to beta2AR, cell-based reporter. 330,000 compounds, 0.02% hits. P07550. Potency, µM (series often up to 46.1 µM), inactives show top-dose activation, hits mostly activators;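 also: potency is read from the fitted curve at half-maximal effect; 0% = DMSO controls and full agonism = EC100 isoproterenol or metaproterenol; nearly all actives have a fitted effect of over 65% in size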
PTAP TSG101 blk: blocks PTAP/TSG101 interaction to inhibit HIV-1 budding; Q99816; AID 493005; Fluorescence polarization, FITC-PTAP peptide / Tsg101 binding; Potency, µM (top dose mostly 115 µM), without a hit: top-dose activity change, negative = inhibition, most hits filed as inhibitors; 340,000 tested, under 10 active; active = well fitted inhibition curve with a large enough effect in the main read-out, with a control signal flat, not every such curve was filed as active; inconclusive = small, poorly fitted or top-dose-only effect, or effect the other way, or a change in a side signal; inactive = no such curve, though single readings can be large or run the other way; also: potency is read from the fitted curve at half-maximal effect; % of control where 0% means no effect
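Steps: Tsg101 binding domain dispensed (10 uM final), compounds pinned in DMSO, FITC-labeled PTAP-motif peptide added (50 nM final); after 20 min binding at room temperature, polarization measured.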
uPA generation: blocks generation of uPA at the cell surface. Potency, µM (doses to about 38.3 µM), without a hit: top-dose activity change, negative = inhibition, actives largely listed as inhibitors. AID 540303. 330,000 compounds, 0.31% hits. cell surface uPA generation assay, qHTS; active = well fitted inhibition curve with a large enough effect; inconclusive = small, poorly fitted or top-dose-only effect; inactive = no such curve, though single readings can be large or run the other way; tested in mouse RAW 264.7 cells; also: potency is read from the fitted curve at half-maximal effect; % is scaled to controls: 0 for no effect and ±100 for the full control effect; nearly all actives have a fitted effect of over 55% in size
ELG1 repair inh: blocks ELG1-dependent DNA repair in HEK293T cells; HEK293T ELG1-luciferase reporter, luminescence, 16 h; DNA damage induced by 5-fluorouridine; Potency, µM (series often up to 46.1 µM), for inactives: at the highest dose activity change, negative = inhibition, actives largely listed as inhibitors; AID 504467; 330,000 compounds, 2.3% hits; also: potency is read from the fitted curve at half-maximal effect; % is scaled to controls: 0 for no effect and ±100 for the full control effect; nearly all actives have a fitted effect of over 55% in size
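Reporter activity after DNA damage by 5-fluorouridine is monitored. Compound-treated cells incubate 16 hr at 37 °C, then ONE-Glo is added for 30 min before luminescence reading.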
Eya2 phos inh: Eya2 (human) phosphatase inhibition | Potency, µM (highest dose often 76.9 µM), inactives show top-dose activity, negative = inhibition, most hits filed as inhibitors | 330,000 compounds, 0.006% hits | AID 488837 | O00167 | recombinant Eya2, OMFP fluorescence dephosphorylation (OMFP is methylfluorescein phosphate); also: potency is read from the fitted curve at half-maximal effect; % is scaled to controls: 0 for no effect and ±100 for the full control effect
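Eya2 protein (added as 0.2 uM solution) was preincubated with compound for 10 min at ambient temperature in 50 mM HEPES pH 7.5, 50 mM NaCl, 5 uM MgCl2, 0.05% BSA, 1 mM DTT. OMFP (added at 50 uM) then reacted 10 min; fluorescence read at 485/525 nm.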
USP2a inh: blocks human ubiquitin-specific protease USP2a | 330,000 compounds, 0.01% hits | Potency, µM (top dose mostly 38.3 µM), without a hit: at the top dose activity change, negative = inhibition, usual class: inhibitors | USP2 core, Ub-CHOP2 coupled fluorogenic reporter, 485/531;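 also: potency is read from the fitted curve at half-maximal effect; plate controls were DMSO wells for no effect and full inhibition by NEM control for full effect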
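Cell-free coupled assay: 10nM USP2 core preincubated 30min RT with compound in Tris-HCl pH 8.0/CaCl2/CHAPS buffer, then 25nM Ub-CHOP2 and 25nM reporter substrate; fluorescence (Ex 485/Em 531) read after 60min RT, normalized to NEM inhibition, concentration-response curves fitted.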
TCR activator: activates T cell receptor signaling | Potency, µM (series often up to 9.22 µM), for the others: at the top dose activation of IL-2 secretion, actives largely listed as activators | primary human leukocytes, anti-CD3, IL-2 HTRF, 48 h | 330,000 tested, under 10 active; also: % of control where 0% means no effect
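TCR engagement came from a-CD3 beads alone, with compounds added to primary human leukocytes for 48 hr. Secreted IL-2 bridged europium cryptate- and d2-labelled anti-IL-2 antibodies, giving FRET emission at 665nm after 320nm excitation.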
Mito fusion act: inhibitors of mitochondrial division or activators of mitochondrial fusion | S. cerevisiae fusion-defective mutant growth rescue, CellTiterGlo 48 h | Potency, µM (doses to about 46.1 µM), inactives show top-dose growth rescue (activation), hits mostly activators | 320,000 compounds, 0.23% hits | AID 485298;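 also: potency is read from the fitted curve at half-maximal effect; % of control where 0% means no effect; nearly all actives have a fitted effect of over 45% in size; temperature-sensitive fusion mutants such as fzo1-1 at 37 °C on non-fermentable ethanol glycerol medium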
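Yeast fusion mutant, YPEG (non-fermentable carbon), compound, 48 h at 37C non-permissive; CellTiterGlo added, 10 min RT, luminescence read. Rescued growth = division inhibition.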
An asterisk follows results filed as active; ? = inconclusive; · = no result given; [ ] = another dose, or the depositor's remark. Unless noted, calls follow the shape of the dose curve; as a rule, active = well fitted curve in the direction sought with a large enough effect; inconclusive = small, poorly fitted or top-dose-only effect, or another doubt; inactive = no such curve, though single readings can be large; an effect the other way counts as inactive or inconclusive.

SMILES	Tb PFK inh	TSHR antagonist	Chronic BCR inh	B2AR arrestin	PTAP TSG101 blk	uPA generation	ELG1 repair inh	Eya2 phos inh	USP2a inh	TCR activator	Mito fusion act
CCn1cc(C(=O)O)c(=O)c2cc(F)c(N3CCN(C(=S)NC(=O)c4cccc(C)c4)CC3)cc21	-5%	-2	3%	-0.8%	-3%	1%	-2%	-7%	3%	6%	-3%
COc1ccc(N2CCN(Cc3oc(CO)cc(=O)c3O)CC2)cc1	4%	17	6%	-0.1%	-4%	4%	-9%	24%	0%	-2%	1%
Cc1cc(Oc2ccc(-c3ccccc3)cc2)nc(N2CCOCC2)n1	0%	-22	3%	-0.5%	2%	-3%	-12%	-8%	5%	1%	0%
Cc1ccc(-c2nc(SCC(=O)NCCN3C(=O)CSC3=O)[nH]c2-c2ccc(C)cc2)cc1	-4%	0	-7%	-0.2%	·	·	?	3%	-10%	·	-2%
COc1cc(CSc2nnnn2-c2ccc(C)cc2)cc(OC)c1OC	0%	-39	-3%	0.5%	0%	?	0%	3%	-7%	3%	5%
CCOC(=O)c1cnc2nc(NCc3ccc(OCc4ccccc4)cc3)[nH]n2c1=O	0%	-9	7%	0.3%	-7%	·	6%	2%	2%	2%	4%
COC(=O)[C@]1(Cc2ccccc2)N[C@H](CN(C)C(=O)Nc2ccc(F)cc2)[C@@H]2C(=O)N(Cc3ccccc3)C(=O)[C@@H]21	-4%	0	-3%	0.1%	0%	58%[activator]	?	-14%	0%	-2%	·
CCc1ccccc1NC(=O)c1ccc(CN2CCC(Cc3ccccc3)CC2)cc1	1%	20	3%	-0.8%	-6%	-11%	-13%	9%	2%	-3%	-6%
COc1ccc(N(CC(O)Cn2c(C)nc3ccccc32)S(=O)(=O)c2ccccc2)cc1 (configuration not stated)	0%	30	3%	-0.8%	0%	-3%	-13%	2%	2%	4%[46.1 µM]	-5%
Cc1cc(C)c(S(=O)(=O)c2cc(F)ccc2C)c(=O)[nH]1	1%	1	0%	-1.0%	-4%	3%	0%	2%	-1%	-2%	3%
COc1ccc(NC(=O)C2CC(=O)NC(Nc3cccc(C)c3)=N2)cc1 (configuration not stated)	-5%	3	0%	0.4%	0%	0%	0%	-2%	3%	0%	-5%
CC(=O)c1ccc(NC(=S)N2c3ccccc3CC2C)cc1 (configuration not stated)	1%	-4	3%	-0.2%	-10%	-1%	-14%	?	-1%	-4%	-8%
c1ccc(-c2csc3ncnc(NCCN4CCOCC4)c23)cc1	-5%	-9	3%	0.0%	-8%	-7%	16µM*	17%	-1%	1%	-28%
O=C(c1ccc2c(c1)OCO2)C1CCCN(Cc2ccc(OC(F)F)cc2)C1 (configuration not stated)	1%	-3	1%	0.0%	-3%	-15%	-6%	-4%	-2%	9%	-16%
CCOC(=O)C1=C(O)C(=O)N(c2ccccc2)C1c1cccc([N+](=O)[O-])c1 (configuration not stated)	-4%	4	9%	0.0%	-2%	-28%	?	3%	-2%	-4%	5%
Cc1ccc(/C=C2\SC(=S)N(C(Cc3ccccc3)C(=O)O)C2=O)cc1 (configuration not stated)	4%	-4	14%	0.0%	-4%	1%	?	3%	-9%	-3%[46.1 µM]	0%
Cn1c(C(=O)NCc2cccnc2)cc2sc(Cl)cc21	-2%	3	-8%	-0.6%	-8%	·	8%	-6%	1%	6%	-4%
CC(C)C(=O)Nc1cccc(C(=O)NCc2ccc(S(N)(=O)=O)cc2)c1	-8%	7	6%	-0.4%	2%	6%	?	-4%	4%	-31%	2%
COc1ccc(CN(C(=O)c2cccs2)C(C(=O)NC2CCCCC2)c2ccc3ncccc3c2)cc1 (configuration not stated)	-2%	25	-11%	0.2%	1%	-5%	?	5%	-1%	5%	2%
CC(OC(=O)c1ccc2c(c1)S(=O)(=O)c1ccccc1C2=O)C(N)=O (configuration not stated)	3%	21	-2%	-0.2%	-7%	0%	4%	6%	2%	-5%	-1%
c1ccc2c(c1)CCN(CCCNc1nc3ccccc3n3cnnc13)C2	-6%	2	1%	-0.1%	-2%	-28%	?	-1%	-1%	-4%	3%
Cc1ccccc1NC(=O)Cc1nc(COC(=O)CSc2ccccc2)cs1	-2%	5	-2%	-0.6%	-4%	3%	-16%	2%	0%	1%	-3%
CCCNC(=O)/C(C#N)=C1\N=C(NC(=O)c2ccco2)c2ccccc21	-5%	2	-16%	-0.7%	-2%	-7%	0%	-7%	3%	1%	-3%
COc1ccc(NC(=O)CSc2nnc(-c3ccccc3)n2Cc2ccco2)c(OC)c1	0%	10	?	-0.1%	-3%	4%	13µM*	25%[15.4 µM]	-4%	-1%	8%
O=C(c1cccc(F)c1)N1CCN(C2CCCCC2)CC1	-5%	-2	8%	0.4%	0%	-2%	1%	5%	4%	·	-1%

(cont.)
SMILES	Tb PFK inh	TSHR antagonist	Chronic BCR inh	B2AR arrestin	PTAP TSG101 blk	uPA generation	ELG1 repair inh	Eya2 phos inh	USP2a inh	TCR activator	Mito fusion act
CCCn1nnnc1NCc1ccc(OC)cc1	0%	6	1%	-0.9%	-3%	6%	11%	-20%	0%	·	0%
CCCCN(C(=O)c1cc(=O)[nH]c2ccccc12)c1c(N)n(CCCC)c(=O)[nH]c1=O	2%	5	2%	0.2%	1%	-5%	14%	-7%	0%	2%	-2%
OCC1(CCOc2ccccc2)CCN(Cc2ccc3cccc(F)c3n2)CC1	0%	-34	7%	-1.1%	1%	4%	?	-2%	0%	-5%	3%
CC(=O)c1ccc(N2CCN(CC(O)COC(c3ccccc3)c3ccccc3)CC2)cc1 (configuration not stated)	1%	21	12%	-1.2%	-8%	-11%	9%	-28%	-4%	11%	-16%
Cc1ccc(C(=O)NC(Cc2ccc(C(C)(C)C)cc2)C(=O)O)cc1 (configuration not stated)	2%	8	2%	-0.2%	-1%	1%	8%	-8%	0%	-5%[46.1 µM]	·
O=C(Nc1c2c(nn1-c1ccc(Cl)cc1)CS(=O)(=O)C2)c1ccccc1	2%	-1	0%	-0.5%	-5%	-2%	8%	-3%	0%	4%	0%
Cc1nc(N)nc(Nc2ccc(Cl)cc2)c1Br	-2%	-9	0%	0.0%	0%	·	?	0%	4%	2%	-8%
COc1cc2c(cc1OC)C(=O)N(C)CC2	3%	-10	4%	-1.0%	-5%	-7%	-3%	-13%	3%	-3%	-1%
Cc1nnc(SCC(=O)NC(=O)NCc2ccco2)n1Cc1ccccc1	?	2	3%	-0.5%	-8%	1%	-1%	-18%	-1%	2%	-3%
CCOC(=O)c1c(NC(=O)C(Sc2ccccc2)c2ccccc2)sc(C(N)=O)c1C (configuration not stated)	-1%	-13	-3%	-0.5%	-4%	-10%	?	-11%	-1%	-1%	1%
C=CCn1c(SCC(=O)N2CCOCC2)nc2sc(C)c(C)c2c1=O	1%	-14	-4%	-0.8%	-11%	-4%	-4%	-3%	-1%	-2%	18%
CC(=O)Nc1ccc(C(=O)NCC(=O)OCc2ccccc2F)cc1	3%	-4	0%	-0.2%	-5%	6%	5%	-1%	1%	5%	-1%
Cc1noc(C)c1S(=O)(=O)Nc1ccc2c(c1)C(=O)N([C@H](C)CO)C[C@H](C)[C@@H](CN(C)C(=O)Nc1ccc(C(F)(F)F)cc1)O2	2%	-4	-1%	-0.6%	-1%	7%	?	-10%	1%	5%	·
Cc1ccc(OCC(=O)NCCCNC(=O)c2ccco2)cc1	4%	4	-2%	0.5%	0%	1%	-3%	6%	-1%	4%	0%
CCC(C)NC(=O)c1cnn2c1NC(c1ccc3c(c1)OCO3)CC2C(F)(F)F (configuration not stated)	2%	-10	0%	0.0%	2%	7%	0%	-1%	3%	0%	2%
CC(=O)Nc1ccc(CN2CCN(CC=C(C)C)C(CCO)C2)cc1 (configuration not stated)	-2%	4	?	0.0%	-5%	15%	-2%	1%	1%	-1%	-3%
CCC(=O)N1CCC2(CC1)Oc1ccc(F)cc1C(=O)C21CC(c2cccnc2)=NO1 (configuration not stated)	4%	5	?	0.2%	2%	-4%	3%	1%	8%	-4%	-5%
O=C(CCNc1cccc(F)c1)c1cc2ccccc2o1	-3%	-21	1%	0.0%	-1%	-5%	-13%	-8%	-3%	8%	-4%
